TrxR1 inh = inhibitors of rat thioredoxin reductase 1 | recombinant rTrxR1, NADPH fluorescence consumption, selenite substrate | Potency, µM (titrated, usually from 114 µM), without a hit: at the highest dose activity change, negative = inhibition, usual class: inhibitors | 390,000 tested, 1% active | O89049; further: on the % scale 0 is the no-effect control and ±100 the full control effect; nearly all actives have a fitted effect of over 65% in size
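Rat TrxR1 (90 nM in the dispensed reagent) was pre-reduced with 400 uM NADPH for 5 min at room temperature, then incubated with compound for 15 min. After 400 uM selenite was added, NADPH fluorescence (Ex 340/Em 450 nm) was followed for 8 min.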
Vif-A3G inh = inhibitors of Vif-APOBEC3G interaction; Potency, µM (series often up to 46.1 µM), inactives show at the top dose activity, negative = active, hits mostly inhibitors; Q9HC16; HeLa A3G-eYFP + Vif (tagged APOBEC3G with the HIV-1 protein that degrades it), YFP fluorescence, overnight; 410,000 tested, 0.076% active;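 further: on the % scale 0 is the no-effect control and ±100 the full control effect; nearly all actives have a fitted effect of over 60% in size; hits raise eYFP signal because A3G escapes Vif-driven loss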
Target sequence (Q9HC16 whole entry, looked up): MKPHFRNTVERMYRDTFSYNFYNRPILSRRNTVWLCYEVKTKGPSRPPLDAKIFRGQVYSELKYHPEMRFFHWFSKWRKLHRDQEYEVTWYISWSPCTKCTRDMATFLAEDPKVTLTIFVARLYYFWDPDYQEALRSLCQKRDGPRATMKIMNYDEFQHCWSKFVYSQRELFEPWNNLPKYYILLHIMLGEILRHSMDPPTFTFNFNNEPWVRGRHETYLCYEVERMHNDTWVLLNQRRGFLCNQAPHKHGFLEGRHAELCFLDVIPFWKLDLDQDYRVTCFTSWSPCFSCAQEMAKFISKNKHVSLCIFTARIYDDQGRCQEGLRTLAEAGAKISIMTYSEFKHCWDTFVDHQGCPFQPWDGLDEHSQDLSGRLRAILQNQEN
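Read-out is eYFP fluorescence (Ex 488/Em 500-530) from Vif-expressing HeLa A3G-eYFP cells; more signal means A3G escaped Vif-mediated degradation. Cells plated overnight, compound pinned in, incubated overnight at 37 deg C.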
USP1-UAF1 inh = USP1/UAF1 (human) deubiquitinase inhibition; O94782; recombinant USP1/UAF1, Ub-Rhodamine cleavage fluorescence; Potency, µM (titrated, usually from 57.1 µM), inactives show top-dose activity change, negative = inhibition, actives largely listed as inhibitors; 390,000 tested, 0.23% active; AID 743255; further: on the % scale 0 is the no-effect control and ±100 the full control effect; nearly all actives have a fitted effect of over 60% in size; inactives centre near -12
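USP1/UAF1 complex at 1 nM was preincubated with compound for 15 min at room temperature, then Ub-Rho substrate (150nM final) was added. Fluorescence (480/540 nm) was read kinetically, 6 reads every 60 seconds.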
RGS4 inh = human RGS4 inhibition. 390,000 tested, 0.039% active. Transcreener GDP fluorescence polarization, RGS4-accelerated GTP hydrolysis. AID 504845. P49798. Potency, µM (highest dose often 114 µM), without a hit: at the top dose activity change, negative = inhibition, most hits filed as inhibitors; further: on the % scale 0 is the no-effect control and ±100 the full control effect; nearly all actives have a fitted effect of over 75% in size; some results filed as inactive show a strong effect at the top dose
Target sequence (P49798 whole entry, looked up): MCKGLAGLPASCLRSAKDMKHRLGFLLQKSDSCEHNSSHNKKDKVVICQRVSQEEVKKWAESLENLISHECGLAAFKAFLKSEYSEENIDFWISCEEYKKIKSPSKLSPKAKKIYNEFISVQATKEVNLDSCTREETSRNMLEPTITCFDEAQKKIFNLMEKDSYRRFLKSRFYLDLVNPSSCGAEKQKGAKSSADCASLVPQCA
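MLSMR compounds (23 nl, pin-transferred) preincubated 10 min at room temperature with a 500nM (2x) first reagent, then RGS4 at 900nM (2x) plus Transcreener GDP mix added; fluorescence polarization (620/688 nm) read before and after 90 min at 30 °C.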
RXFP1 agonist = agonists of human relaxin receptor RXFP1 | Q9HBX9 | 370,000 tested, 0.3% active | Potency, µM (highest dose often 57.5 µM), for the others: at the highest dose activation, hits mostly activators | HEK293T-RXFP1 cAMP TR-FRET, 30 min; response scale: percent of porcine relaxin response, buffer zero; further: on the % scale 0 is the no-effect control and ±100 the full control effect; nearly all actives have a fitted effect of over 60% in size; many of its hits are not listed in these tables
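HEK293T cells stably expressing RXFP1 were pretreated with the PDE4 inhibitor Ro 20174, exposed to compounds for 30 min at 37C, lysed, and cAMP was read by TR-FRET. Data normalized to buffer (basal) and 29 nM porcine relaxin (100%).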
ALOX12 inh = inhibitors of human 12S-lipoxygenase ALOX12. P18054. purified 12hLO, xylenol orange hydroperoxide absorbance. AID 1671190. 580,000 tested, 1.1% active. Potency, µM (highest dose often 108 µM), without a hit: top-dose activity change, negative = inhibition, hits mostly inhibitors; further: on the % scale 0 is the no-effect control and ±100 the full control effect
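Purified human 12hLO (150 nM final) in 25 mM Hepes, 0.01% Triton X-100, pH 7.0 was preincubated 15 min at room temperature with compound. Then 40 uM arachidonic acid was added, 30 min. Hydroperoxide was read by Fe-XO absorbance ratio 573/405 nm.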
Vif-A3F inh = inhibitors of Vif-A3F interaction. AID 602313. HeLa A3F-eYFP + Vif (tagged APOBEC3F with the HIV-1 protein that degrades it), YFP fluorescence increase. Potency, µM (titrated, usually from 46.1 µM), for inactives: at the top dose activity, negative = active. 390,000 tested, 0.2% active; further: % of control where 0% means no effect; nearly all actives have a fitted effect of over 65% in size
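Fluorescence increase (Ex 488/Em 500-530) after overnight compound treatment at 37 deg C flags inhibition of Vif-driven A3F-eYFP loss in stable HeLa A3F-eYFP/Vif cells seeded overnight beforehand.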
TrxR1 substrate = is turned over as a substrate by rat TrxR1; purified TrxR1 substrate turnover, NADPH consumption readout; Potency, µM (series often up to 114 µM), for inactives: at the top dose activity change, negative = substrate turnover; 390,000 tested, 0.01% active; AID 588456; further: on the % scale 0 is the no-effect control and ±100 the full control effect; nearly all actives have a fitted effect of over 50% in size
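Rat TrxR1, dispensed at 90 nM, was prereduced with 400 uM NADPH (final) for 5 min at ~22 deg C, then incubated with compound 15 min before 400 uM selenite. A first-read NADPH fluorescence drop versus no-compound background flagged substrates.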
IDH1 R132H inh = inhibitors of human mutant IDH1 R132H; IDH1-R132H enzyme, NADPH consumption, diaphorase/resazurin fluorescence; Potency, µM (titrated, usually from 76.6 µM), for the others: top-dose activity change, negative = inhibition, usual class: inhibitors; O75874; AID 602179; 390,000 tested, 0.093% active; further: on the % scale 0 is the no-effect control and ±100 the full control effect; nearly all actives have a fitted effect of over 65% in size
Target sequence (O75874 whole entry R132H, stated change not applied): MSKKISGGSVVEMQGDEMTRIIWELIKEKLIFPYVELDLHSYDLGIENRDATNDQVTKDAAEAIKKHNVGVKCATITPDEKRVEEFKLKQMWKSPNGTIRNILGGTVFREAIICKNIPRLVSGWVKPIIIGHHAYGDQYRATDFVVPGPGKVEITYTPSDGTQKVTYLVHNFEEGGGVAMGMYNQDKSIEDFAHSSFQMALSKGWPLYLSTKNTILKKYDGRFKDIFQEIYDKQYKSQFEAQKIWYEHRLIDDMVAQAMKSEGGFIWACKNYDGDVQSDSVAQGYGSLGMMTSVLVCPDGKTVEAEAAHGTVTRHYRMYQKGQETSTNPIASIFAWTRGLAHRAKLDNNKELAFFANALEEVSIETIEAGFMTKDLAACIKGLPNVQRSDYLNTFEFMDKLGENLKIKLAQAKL
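IDH1-R132H (0.5 ug/mL) preincubated 30 min with compound, then NADPH (0.016 mM) and alpha-KG (2 mM) added; 80 min at RT, pH 7.5. Remaining NADPH coupled via diaphorase/resazurin to fluorescence (540/590 nm); concentration-response curves normalized to no-enzyme control.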
* = called active by the depositor; u = inconclusive; x = not tested or not shown; [ ] = another dose, or the depositor's remark. The call rests on the fitted dose curve; in most records, active means well fitted curve in the direction sought with a large enough effect; inconclusive means small, poorly fitted or top-dose-only effect, or another doubt; inactive means no such curve, though single readings can be large; an effect the other way counts as inactive or inconclusive. Potency means the concentration at half of the fitted maximal effect. Not all compounds are listed, so the mix of outcomes need not match the whole.

Structure	ALOX12 inh	IDH1 R132H inh	USP1-UAF1 inh	RXFP1 agonist	Vif-A3G inh	Vif-A3F inh	TrxR1 substrate	RGS4 inh	TrxR1 inh
Cc1ccc(-n2c(SCC(=O)NCc3ccco3)nnc2-c2cccnc2)c(C)c1	0%	-1%	6%	1.5%	-1%	-10%	-2%	-7%	56µM*
COc1ccc(N2C(=O)CC(NCCNc3ccc([N+](=O)[O-])cn3)C2=O)cc1 (stereo not drawn)	-14%	1%	0%	2.6%	-5%	-5%	-6%	2%	14µM*
Cc1ccccc1C(=O)Nc1sc2c(c1C(=O)NCc1ccco1)CCC(C(C)(C)C)C2 (stereo not drawn)	-22%	x	-8%	-0.5%	x	x	11%	3%	6%
Cc1cnc(=O)[nH]c1SCC(=O)Nc1nccs1	-35%	4%	-13%	2.3%	-1%	4%	2%	-8%	4%
Cn1nc(C(=O)NCCOc2ccccc2)c2ccccc2c1=O	-6%	9%	-12%	4.5%	-5%	-27%	9%[57.1 µM]	35%	20%[57.1 µM]
O=c1/c(=C\c2ccc3c(c2)OCO3)sc2n1CCCN=2	u	9%	-5%	4.6%	-7%	-2%	-11%	7%	4%
CC1CCCC(C)N1C(=O)CNCc1ccc2c(c1)OCO2 (stereo not drawn)	u	-6%	-18%	-0.3%	-3%	-6%	-2%	7%	19%
Cc1ccc(S(=O)(=O)C2(C(=O)NC3CCCCC3)CC2)cc1	-1%	0%	-14%	1.3%	-1%	2%	1%[57.1 µM]	-4%[56.9 µM]	21%[57.1 µM]
CCC(Sc1nc2ccccc2c(=O)n1CCN1CCOCC1)C(=O)NCc1cccnc1 (stereo not drawn)	-6%	7%	-16%	0.1%	0%	-3%	2%	-33%	2%
CCOC(=O)CSc1nnc(SCCN2C(=O)c3ccccc3C2=O)s1	0%	2%	2%	0.7%	0%	0%	8%[57.1 µM]	8%[11.4 µM]	0%[57.1 µM]
COc1cc2cc(CCOC(=O)CCCC(=O)O)oc(=O)c2cc1OC	0%	-12%	13%	0.0%	-2%	1%	4%[57.1 µM]	26%	-2%[57.1 µM]
O=C(Nc1ccc([N+](=O)[O-])cc1)Nc1ccc2c(c1)OCCO2	-2%	6%	-6%	0.3%	6%	0%	8%[11.4 µM]	21%	25%[11.4 µM]
Cc1cnn(C(=O)c2cc(-c3ccccc3)nc3ccccc23)c1	-25%	1%	-4%	-3.6%	1%	-3%	3%[57.1 µM]	4%	0%[57.1 µM]
Cc1ccc(S(=O)(=O)Nc2cccc3c2O[C@H](CN(C)Cc2ccccc2)[C@@H](C)CN([C@H](C)CO)C3=O)cc1	-10%	-2%	-30%	x	-10%	0%	-7%[57.1 µM]	-4%	-8%
Cc1ccc(NS(=O)(=O)c2ccccc2)c2c1CC(C)(C)O2	u	30%[activator]	-15%	-0.9%	-1%	-11%	7%[57.1 µM]	-15%	11%[57.1 µM]
COc1ccc([C@H]2C[C@H](n3cc(-c4ccc(F)cc4)nn3)[C@@H](O)CN2CC2CCCCC2)cc1	u	-1%	-12%	x	-14%	-22%	x	x	x
Cc1ccsc1/C=N/NC(=O)CNC(=O)c1cccc([N+](=O)[O-])c1C	39%[activator]	11%	-12%	2.5%	-7%	1%	1%	-16%	0%[57.1 µM]
CCCOc1ccc(N2C(=O)CC(SC(=NC)Nc3ccc(F)cc3)C2=O)cc1 (stereo not drawn)	-23%	-4%	-5%	0.0%	1%	-13%	-1%	6%	15%
Nc1ccc(Oc2ccc(Cl)cc2)cc1	3%	6%	-8%	-0.1%	1%	-6%	7%[57.1 µM]	8%	-3%
CCOC(=O)c1c(C=O)c(C)n(Cc2ccc(C)cc2)c1C	-19%	3%	-23%	2.1%	u	x	-6%	-16%	-1%
O=C1Nc2ncccc2OC1CCCl (stereo not drawn)	-7%	1%	-1%	1.4%	1%	-27%	-2%	16%	0%
CCCCOc1ccc(CNC(=O)c2ccc(-c3nc(CN4CCc5ccccc54)c(C)o3)cc2)cc1	-6%	-9%	-18%	-2.5%	-1%	7%	5%[57.1 µM]	17%	38%[activator][57.1 µM]
CCc1ccc(C2NC(=O)c3ccccc3O2)cc1 (stereo not drawn)	3%	2%	-11%	2.7%	1%	11%	10%[57.1 µM]	27%	2%[57.1 µM]
CCC(C)n1ncn(-c2ccc(N3CCN(c4ccc(OC)cc4)CC3)cc2)c1=O (stereo not drawn)	2%	1%	4%	-1.7%	-1%	9%	-6%	16%	-5%
O=C1c2ccccc2NC(c2cccc([N+](=O)[O-])c2)N1O (stereo not drawn)	u	-4%	-23%	0.4%	2%	-5%	0%	16%	18%
COc1ccc(-c2ccc(CCC(=O)O)n2CC2CCCO2)cc1 (stereo not drawn)	-22%	7%	-22%	-2.0%	u	3%	12%[57.1 µM]	-14%	-1%[57.1 µM]
CCOc1ccccc1/C=N/NC(=O)c1cccc(Cl)c1	-9%	5%	-18%	1.0%	-3%	-13%	-2%	-4%	-1%
COc1ccc(C2CC(c3ccccc3)=NN2C(=O)COC(=O)c2cccnc2)cc1 (stereo not drawn)	-6%	12%	-9%	0.5%	-1%	5%	4%	1%	-1%
CCCOc1ccc(C(O)CCNC(CC(=O)O)c2ccccc2)cc1 (stereo not drawn)	-12%	6%	4%	-0.9%	0%	-2%	6%	-10%	-31%
CN(C(=O)CSc1nnc(CNC(=O)c2ccccc2)o1)c1ccccc1	290%[activator]	2%	-15%	0.4%	2%	-13%	5%	-10%	16%

Quoted from the entries so far for reference:
Structure	ALOX12 inh	IDH1 R132H inh	USP1-UAF1 inh	RXFP1 agonist	Vif-A3G inh	Vif-A3F inh	TrxR1 substrate	RGS4 inh	TrxR1 inh
Cc1ccc(-n2c(SCC(=O)NCc3ccco3)nnc2-c2cccnc2)c(C)c1	0%	-1%	6%	1.5%	-1%	-10%	-2%	-7%	56µM*
COc1ccc(N2C(=O)CC(NCCNc3ccc([N+](=O)[O-])cn3)C2=O)cc1 (stereo not drawn)	-14%	1%	0%	2.6%	-5%	-5%	-6%	2%	14µM*
Cc1ccccc1C(=O)Nc1sc2c(c1C(=O)NCc1ccco1)CCC(C(C)(C)C)C2 (stereo not drawn)	-22%	x	-8%	-0.5%	x	x	11%	3%	6%

Continued:
Structure	ALOX12 inh	IDH1 R132H inh	USP1-UAF1 inh	RXFP1 agonist	Vif-A3G inh	Vif-A3F inh	TrxR1 substrate	RGS4 inh	TrxR1 inh
O=C(COCc1cc(-c2cccs2)on1)N1CCN(c2ccccc2)CC1	u	0%	-23%	0.1%	3%	0%	-8%	26%	-7%
Cc1ccc(OCCCOc2cccc3cccnc23)cc1C	-15%	4%	u	4.1%	0%	3%	5%	-26%	15%[57.1 µM]
O=C(N/C(=C/c1ccccc1)C(=O)N1CCCCC1)c1ccc(Br)o1	6%	-2%	0%	-0.5%	0%	0%	-7%	-2%	-3%
Cc1ccc(Cn2c(Sc3ncccn3)nc3c2c(=O)[nH]c(=O)n3C)cc1	u	-2%	-11%	-0.2%	1%	2%	9%[57.1 µM]	u	17%[57.1 µM]
OCCN(CC(O)Cn1ccc2ccccc21)CC(O)Cn1ccc2ccccc21 (stereo not drawn)	u	2%	-14%	0.2%	-9%	6%	-16%	5%	-24%
Cc1ccccc1NC(=O)C(Cl)=C(Cl)Cl	1%	0%	-8%	0.4%	u	-10%	2%	5%	21%
Cc1cc(NC(=O)c2cccc(S(=O)(=O)N3c4ccccc4CC3C)c2)no1 (stereo not drawn)	17%	-6%	-7%	2.1%	3%	-1%	-10%	27%	6%
CCCC(C(=O)OCC)P(=O)(c1ccccc1)c1ccccc1 (stereo not drawn)	13%	5%	-21%	0.4%	-1%	-6%	7%[57.1 µM]	-15%	15%[57.1 µM]
COc1ccc(NC(=O)c2cccc(N3C(=O)C4CCC(C)CC4C3=O)c2)c(OC)c1 (stereo not drawn)	-6%	-11%	-6%	-2.5%	-1%	-15%	-3%	26%	14%
Cc1oc(CC(C)C)c(CN)c1C(=O)O	-23%	12%	-12%	4.0%	-1%	1%	7%[57.1 µM]	14%	11%[57.1 µM]
CN(c1ccccc1)c1nc(N)c([N+](=O)[O-])c(N2CCOCC2)n1	-20%	-1%	1%	0.1%	-5%	-7%	3%[57.1 µM]	-2%	9%[57.1 µM]
CCc1cnc2c(c1SCC(=O)c1ccc(OC)cc1)c(=O)n(C)c(=O)n2C	-19%	1%	-20%	6.8%	-12%	0%	-4%[57.1 µM]	-32%	6%[57.1 µM]
O=C(NCC(=O)N(Cc1cccs1)C(C(=O)NC1CCCC1)c1cccnc1)c1ccco1 (stereo not drawn)	9%	6%	-14%	-1.1%	0%	4%	-1%[57.1 µM]	15%	0%[57.1 µM]
O=C(CNC(=O)c1cccc(OC(F)F)c1)Nc1ccc(Cl)cc1	-4%	-19%	-8%	0.0%	0%	-3%	4%	-22%	13%
Cc1cccc(N/C(=N\S(=O)(=O)c2ccccc2)C(F)(F)F)c1	u	1%	-7%	1.5%	2%	4%	-14%	0%	-11%
Cc1ccc(NC(=O)C2CCN(c3nc(-c4ccc(C(C)C)cc4)no3)CC2)c(Cl)c1	-13%	-21%	-12%	5.1%	5%	1%	7%[57.1 µM]	2%	38%[activator][57.1 µM]

High-throughput results: PubChem BioAssay, National Center for Advancing Translational Sciences (NCATS)
